Bioassay records from PubChem.
UGM FP inh – Mtb UDP-galactopyranose mutase inhibition; AID 504406; purified UGM, fluorescence polarization probe displacement; actives 0.06% (n = 320,000); inhibition, % at 10 µM; in the data active = inhibition above about 10%, passing the limit was not always enough
Target sequence (P9WIQ1 whole entry, looked up): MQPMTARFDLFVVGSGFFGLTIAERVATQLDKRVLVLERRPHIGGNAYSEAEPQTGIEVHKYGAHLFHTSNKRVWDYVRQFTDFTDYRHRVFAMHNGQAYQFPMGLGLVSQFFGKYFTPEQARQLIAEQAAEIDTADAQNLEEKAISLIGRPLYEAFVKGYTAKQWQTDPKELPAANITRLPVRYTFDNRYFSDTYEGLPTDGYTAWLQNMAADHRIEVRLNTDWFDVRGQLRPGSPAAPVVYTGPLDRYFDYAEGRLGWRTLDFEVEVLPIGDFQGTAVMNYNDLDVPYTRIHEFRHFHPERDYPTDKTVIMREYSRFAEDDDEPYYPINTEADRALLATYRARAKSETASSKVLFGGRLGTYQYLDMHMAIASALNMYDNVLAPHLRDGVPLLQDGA
FadD28 binding – blocks FadD28 binding to the bisubstrate probe; AID 588549; actives 0.22% (n = 360,000); inhibition, % at 12.5 µM; fluorescence polarization; in the data active = inhibition above about 8.5%, passing the limit was not always enough
Y pestis TopoI – Y. pestis Topo-I inhibition via cleavage products; Y. pestis Topo-I cleavage product accumulation, plate reader; activity, % at 10 µM; actives 0.064% (n = 360,000); in the data active = activity above about 50%, passing the limit was not always enough; note: inactives centre near 2
PfHsp40 rescue – rescue of PfHsp40-mediated yeast toxicity | S. cerevisiae expressing PfHsp40, growth rescue, ATP luminescence | actives 0.68% (n = 340,000) | growth rescue, % at 12.5 µM | AID 504582; in the data active = growth rescue above about 28%, passing the limit was not always enough;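 note: yeast W303a lacking pdr1 and pdr3 grown in galactose medium; growth measured after three days at 30 °C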
GDH-TPI counter – inhibits GDH-TPI coupling enzymes, artifact for Mtb FBA screen; GDH-TPI coupled enzyme counterscreen, NADH absorbance; inhibition, % at 4.8 µM; actives 1.2% (n = 360,000); AID 588335; in the data active = inhibition above about 30%;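 note: 0% = DMSO wells and 100% = wells lacking the enzyme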
TcdB inh – TcdB glycohydrolase inhibition | P18177 | inhibition, % at 9.99 µM | AID 652162 | TcdB glycohydrolase enzymatic assay, plate reader | actives 0.24% (n = 350,000); in the data active = inhibition above about 10%
Vc quorum ag – inducers of Vibrio cholerae quorum light production without autoinducers; AID 588436; actives 0.16% (n = 350,000); activation, % at 18.7 µM; V. cholerae BH1578 lux reporter, luminescence, 6 h; in the data active = activation mostly above about 9.7%, no sharp cut-off; note: not every result past the cut was called active; inactives centre near 0; reference of the scale not given here
FBA Mtb inh – inhibits M. tuberculosis FBA enzyme | purified M. tuberculosis FBA, fluorescence read-out | inhibition, % at 1 µM | P9WQA3 | actives 2.3% (n = 360,000); in the data active = inhibition above about 27%;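 note: 0% = vehicle and 100% = reference inhibitor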
Target sequence (P9WQA3 whole entry, looked up): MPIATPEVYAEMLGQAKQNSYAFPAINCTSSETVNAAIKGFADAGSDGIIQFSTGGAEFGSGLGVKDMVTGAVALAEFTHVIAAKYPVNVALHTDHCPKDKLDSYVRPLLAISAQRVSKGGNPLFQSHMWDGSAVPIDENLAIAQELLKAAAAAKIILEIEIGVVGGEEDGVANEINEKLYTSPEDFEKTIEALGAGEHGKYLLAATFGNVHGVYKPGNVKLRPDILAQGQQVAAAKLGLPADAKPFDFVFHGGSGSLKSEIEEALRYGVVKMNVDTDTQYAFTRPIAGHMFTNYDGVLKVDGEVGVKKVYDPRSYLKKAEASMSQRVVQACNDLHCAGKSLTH
BioA inh – blocks M. tuberculosis BioA enzyme activity; purified M. tuberculosis BioA enzyme, plate reader; inhibition, % at 9.99 µM; actives 0.096% (n = 360,000); AID 602481; in the data active = inhibition above about 40%
Active calls of the source: *; i = inactive; . = not tested or not shown. Rows are unselected (roughly 4.6% active in at least one column).

SMILES	UGM FP inh	FadD28 binding	Y pestis TopoI	PfHsp40 rescue	GDH-TPI counter	TcdB inh	Vc quorum ag	FBA Mtb inh	BioA inh
COc1ccc(-c2ccc(C#N)c(SCC(=O)NCCc3ccccc3)n2)cc1OC	0.6	-0.9	3	-0.6	13	.	i	152*	.
Cc1ccc2nc(NC(=O)C3CCN(C(=O)c4ccc(F)cc4)CC3)sc2c1	3.5	-4.2	16	-0.3	8	2.3	-0.2	-3	-0.6
CCc1ccc(C(O)(CC)C(CN2CCOCC2)c2ccccc2)cc1 (centres undefined)	-0.4	-0.2	19	0.2	8	2.0	-10	1	1.9
CC(C)(C)c1ccc(C(=O)NCCC(=O)Nc2cc(Cl)ccc2N2CCOCC2)cc1	0.7	-4.0	20	2.8	-2	1.9	i	1	0.3
Cc1noc(C)c1C(=O)N1CCN(c2ccc(OCc3ccccc3)cc2)CC1	-6.0	0.1	35	1.1	12	2.3	-0.7	-4	-1.1
O=C(c1ccc(NS(=O)(=O)c2cccs2)cc1)N1CCOCC1	4.0	-1.1	5	0.4	13	0.0	i	-1	0.1
COc1ccc(-c2nn(C)c(=O)c3ccccc23)cc1CNS(C)(=O)=O	-1.9	-0.4	3	0.5	9	.	.	5	1.3
CSc1cccc(NC(=O)C2CCN(C(=O)c3ccccc3C)CC2)c1	-1.1	-0.3	10	2.0	0	1.3	1.1	3	7.0
CC(NS(C)(=O)=O)C(c1cccs1)N1CCN(Cc2ccccc2)CC1 (centres undefined)	1.6	0.6	7	-1.3	-3	0.1	-0.2	0	0.8
CCn1c(C)nc2cc(C(=O)NNS(=O)(=O)c3ccc(C)c(C)c3)ccc21	0.3	-1.7	5	-0.6	7	.	-1.0	2	0.1
CCOc1ccc2nc(SCC(=O)Nc3ccc4c(c3)OCCO4)[nH]c2c1	1.4	-1.9	6	0.7	-2	.	-0.8	0	-0.1
Cc1c(NC(=S)NCc2ccc(F)cc2)cccc1[N+](=O)[O-]	-0.1	-2.5	-6	-0.4	3	1.3	-0.1	-1	.
Cc1cc2c(c(C)c1CCO[C@@H]1O[C@H](CO)[C@@H](O)[C@H](O)[C@H]1O)C(=O)[C@@H](C)[C@@H]2O	-3.0	-2.1	-8	-0.6	-12	-0.7	i	-6	-1.1
O=C(NC1CCS(=O)(=O)C1)c1ccc(Br)s1 (centres undefined)	-1.9	0.1	4	-1.5	11	1.7	-0.8	1	2.5
CC(C)Oc1ccc(OCCCN2CCCCCC2)cc1	0.3	-4.7	2	-0.4	-5	.	14	-5	-0.9
Cc1csc(NC(=O)C2CCN(C(=O)CSc3nnc(C)n3Cc3ccccc3)CC2)n1	1.1	-4.8	17	-0.4	-9	.	1.8	-1	-0.9
CCN(CC)c1ccc(N=Cc2ccccc2[N+](=O)[O-])cc1	0.3	-0.7	-17	0.5	7	-8.6	-0.2	-5	-0.5
NC(=O)c1ccc(NC(=O)CSC(=O)c2ccccc2)cc1	0.4	-1.5	-2	1.5	3	-5.6	i	1	-1.1
Cc1nn(C)c(C)c1S(=O)(=O)N1CCCC(C(=O)N2CCN(c3ccc(Cl)cc3)CC2)C1 (centres undefined)	-4.4	-1.7	19	0.8	-5	.	-0.4	5	0.4
Cc1ccc(OC(C)C(=O)OCC(=O)Nc2sccc2C(N)=O)cc1 (centres undefined)	1.3	-2.0	-2	0.0	4	0.6	-13	-2	0.3
COc1ccc(OC)c(NC(=S)Nc2ccccc2)c1	0.1	-1.2	-8	-0.3	-11	0.3	0.0	3	-1.0
Cc1cc(NC(=O)CSc2cn(CC(=O)N(C(C)C)C(C)C)c3ccccc23)no1	1.2	-2.2	16	0.7	-9	0.2	-0.1	1	-0.2
CCOC(=O)N1CCN(Cc2ccc3ccccc3c2)CC1	-2.7	-2.1	13	-0.6	-1	2.1	-0.7	1	-1.7
CCCOC(=O)C(=O)NNc1ccccc1	-4.8	-3.6	0	1.7	-10	6.5	-0.2	2	.
CC(=O)Nc1cc(C(=O)NCc2ccco2)ccc1Sc1ccc(F)cc1	2.6	-2.3	-8	1.5	1	0.1	-0.4	1	.
Cc1nn(C(=O)c2ccccc2)c2c1C(=O)CC(C)(C)C2	-2.1	-2.1	7	-1.3	10	.	i	4	1.3
CS(=O)(=O)CCC(C(=O)Nc1ccc2c(c1)OCO2)N1Cc2ccccc2C1=O (centres undefined)	-0.3	-3.4	-16	1.3	8	1.7	-3.9	-3	2.9
CCOc1ccc(CCNS(=O)(=O)c2ccc3c(c2)oc(=O)n3C)cc1OCC	-2.8	-4.5	-2	-0.8	2	1.9	0.5	0	-2.5
O=C(N/N=C/c1c(F)c(F)c(F)c(F)c1F)c1cccc(S(=O)(=O)N2CCOCC2)c1	5.6	-4.0	7	0.8	-6	1.5	1.5	-3	.
N#Cc1cccc(NC(=O)C2CCCN(C(=O)c3ccc(Cl)cc3)C2)c1 (centres undefined)	-2.9	-3.0	6	-0.4	4	0.4	-0.7	-1	0.3
CSc1n[nH]c(NCc2ccc(Cl)cc2)n1	1.8	-2.8	3	0.0	-1	.	.	1	-0.5
O=C(COc1ccc2ccc(=O)oc2c1)c1ccccc1	-4.2	-3.7	-6	-0.5	13	1.0	i	7	1.7
O=C(O)Cn1c2ccccc2c2ccccc21	3.0	-1.5	11	-1.2	-3	-0.3	1.8	2	.
COc1ccccc1CNC(=O)COC(=O)c1ccc(S(=O)(=O)N2CCCCC2)cc1	2.1	-3.7	4	-0.7	4	1.2	-1.6	-2	-1.2
CC(=NCCCN1CCOCC1)c1c(O)n(-c2ccccc2C)c(=O)[nH]c1=O	-1.2	1.7	-9	-0.5	1	.	-0.3	0	-0.3
CCOC(=O)c1oc2ccccc2c1CN1CCN(C)CC1	-0.8	-1.0	-8	0.2	-7	.	i	-1	-4.1

Compound profiles, as listed above.
O=C(O)Cn1c2ccccc2c2ccccc21 is listed as UGM FP inh: 3.0; FadD28 binding: -1.5; Y pestis TopoI: 11; PfHsp40 rescue: -1.2; GDH-TPI counter: -3; TcdB inh: -0.3; Vc quorum ag: 1.8; FBA Mtb inh: 2; BioA inh: .
COc1ccccc1CNC(=O)COC(=O)c1ccc(S(=O)(=O)N2CCCCC2)cc1 is listed as UGM FP inh: 2.1; FadD28 binding: -3.7; Y pestis TopoI: 4; PfHsp40 rescue: -0.7; GDH-TPI counter: 4; TcdB inh: 1.2; Vc quorum ag: -1.6; FBA Mtb inh: -2; BioA inh: -1.2

Additional records
SMILES	UGM FP inh	FadD28 binding	Y pestis TopoI	PfHsp40 rescue	GDH-TPI counter	TcdB inh	Vc quorum ag	FBA Mtb inh	BioA inh
CC(C)N(Cc1nccn1C)C(=O)CCc1nnc(CCCc2ccccc2)o1	-0.5	-3.7	-7	-1.3	4	-0.1	i	-3	.
COc1cc(/C=C(\C#N)C(=O)NCC2CCCO2)ccc1OC(=O)c1ccco1 (centres undefined)	-0.4	-1.0	6	1.0	12	2.6	i	-2	0.3
COC(=O)c1ccc(CNC(=O)CNc2cc(C(F)(F)F)ccc2N2CCOCC2)cc1	-1.5	2.5	-6	0.3	3	.	0.6	-2	-1.5
CC(C)(C)NC(=O)COC(=O)c1ccccc1Oc1ccccc1	0.8	-1.9	9	-1.8	7	1.5	-0.4	1	0.9
Fc1ccc(-c2nnn(Cc3nc4ccccc4s3)n2)cc1	-1.9	-0.6	27	-0.8	1	.	-0.4	0	1.2
CCCn1cnc2c(sc3nc4c(cc32)CSC(C)(C)C4)c1=O	0.3	-0.1	-1	-1.1	2	.	-0.1	6	1.6
CCOC(=O)COc1ccc(S(=O)(=O)Nc2cccc(SC)c2)cc1	-1.8	-2.4	5	1.6	-5	.	-0.9	-1	.
Cc1ccccc1-c1cc(=O)c2ccccc2o1	0.9	-0.6	20	-1.7	4	-1.3	i	2	3.8
O=C(Nc1ccc2c(c1)OCCO2)C1CCCN(S(=O)(=O)c2cnc[nH]2)C1 (centres undefined)	.	1.1	-2	-0.2	5	0.9	-0.4	7	-0.4
CC(=O)Nc1cc(C(=O)N2CCc3ccccc3C2)ccc1Sc1ccc(C)cc1	3.0	-1.0	12	7.6	6	.	i	1	.
CCOc1ccc(C(=O)N2CCCC2C(=O)O)cc1 (centres undefined)	2.0	2.2	-1	0.3	1	.	i	-1	0.9
CC(C)(C)C(=O)NCc1ccc(C(=O)CSc2nnc(-c3ccncc3)n2C2CC2)s1	.	1.9	10	1.3	9	0.6	i	1	.
Cc1cccc(OCC(=O)Nc2ccc3c(c2)nc2n3CCOC2)c1	-0.4	-1.2	4	-0.8	2	-1.5	-0.4	-2	-1.6
Cc1ccc(-n2ncc3c(=O)n(CC(=O)N4CCN(c5ccccc5)CC4)cnc32)cc1C	1.9	0.3	7	6.8	-5	-1.1	-0.4	3	.
Cc1cc(C)n2nc(SC(C)C(=O)N(C)c3ccccc3)nc2n1 (centres undefined)	-0.7	-4.4	8	-1.6	-1	1.4	-2.0	-2	4.7
Nc1ccccc1C#CCCCCO	0.8	0.2	10	-1.2	2	0.5	-1.2	2	-0.7
CC(C)(C)OC(=O)NCCc1nnc(SCC(=O)Nc2ccc(Br)cc2)o1	-5.5	-4.3	8	-0.3	-11	0.3	-0.3	-1	-0.1
Cc1cc(C)cc(NC(=S)/C(=C(\[O-])c2ccc(Cl)cc2Cl)[n+]2ccc(C(C)(C)C)cc2)c1	1.6	-3.7	-3	-1.1	10	0.8	-0.5	2	.
CCN(CC(=O)NCc1ccc(Cl)cc1)C(=O)c1c(C)noc1C	-1.4	-7.2	1	-1.2	-14	1.0	i	-1	-0.3
Cc1ccc(S(=O)(=O)N2CCCC2CNC(=O)C(=O)NCCN2CCOCC2)cc1 (centres undefined)	-2.1	-0.7	3	-0.6	14	0.9	-0.5	-2	0.9
O=C(CCC(=O)c1cccs1)NNC(=O)c1ccccc1O	1.0	0.0	-3	-0.1	13	0.6	i	1	-2.1
COc1ccccc1-n1c(-c2ccc(Cl)cc2)c[nH]c1=S	-1.5	1.9	10	0.1	-5	5.7	-0.1	2	.
CCOC(=O)/C(=C\c1cccc(O)c1)c1nc2sc(C)c(C)c2c(=O)[nH]1	-0.1	-4.3	-4	1.9	-2	-0.2	-0.3	-2	.
COc1cccc(NC(=S)NCc2ccccn2)c1	0.6	0.1	1	-2.3	-3	.	-0.2	7	.
COc1cc(OC)c(/C=N/NC(=O)Cn2nc([N+](=O)[O-])cc2C)c(OC)c1	-3.2	-0.2	-1	0.9	0	-1.4	-0.3	0	-0.4
COc1cccc(-c2ncc3ccccc3c2COC(=O)c2ccc(Br)cc2)c1	2.3	-1.3	-8	-0.3	11	0.2	-0.6	2	-0.8
COc1ccc(NC(=O)Cn2nnc(C(=O)NCc3ccc(C)cc3)c2N)cc1Cl	-1.9	-4.0	38	-0.7	-2	-2.2	-0.1	-4	-0.7
COc1ccc(C2c3c(-c4cc(Cl)c(C)cc4O)n[nH]c3C(=O)N2Cc2cccnc2)cc1OC (centres undefined)	2.0	-8.2	-2	-0.3	4	.	-0.5	-3	56*
CSc1ncccc1C(=O)OCC(=O)c1ccc2c(c1)NC(=O)CO2	-2.6	0.0	0	-1.7	-3	2.1	2.2	-2	.
Cn1c(OCc2cccnc2)nc2c1c(=O)n(Cc1ccc(F)cc1)c(=O)n2C	-0.6	-0.9	1	0.7	3	1.2	-0.2	-1	.
Cc1csc(NC(=O)CSc2nc3nc(C)cc(C)n3n2)n1	7.3	-1.4	-6	-1.8	9	-0.2	2.5	1	.
O=C(NCCc1cnccn1)C1CCC(=O)N(Cc2ccc(Cl)cc2)C1 (centres undefined)	3.5	.	9	-0.3	4	-4.8	-0.4	1	-1.1
CCN(CC(=O)Nc1cc(Cl)ccc1C)C(=O)CSCc1ccccc1	.	-4.0	32	1.3	2	1.9	1.1	2	.
CC(=O)Nc1ccc(NC(=O)C2C3CCC(C3)C2C(=O)O)cc1 (centres undefined)	-1.9	-4.3	3	-1.7	-12	0.8	-0.8	0	.
CCCCCCN1C[C@@H](O)[C@H](n2cc(C3CC3)nn2)C[C@@H]1c1ccc(Cl)cc1	.	-3.3	4	.	0	1.1	-0.5	1	-1.5

Results in PfHsp40 rescue, for 4 of the compounds above:
smiles	PfHsp40 rescue
CSc1ncccc1C(=O)OCC(=O)c1ccc2c(c1)NC(=O)CO2	-1.7
CCN(CC(=O)Nc1cc(Cl)ccc1C)C(=O)CSCc1ccccc1	1.3
Cc1csc(NC(=O)CSc2nc3nc(C)cc(C)n3n2)n1	-1.8
O=C(NCCc1cnccn1)C1CCC(=O)N(Cc2ccc(Cl)cc2)C1 (centres undefined)	-0.3
